Bioassay records deposited in PubChem by National Center for Advancing Translational Sciences (NCATS).
TRHR enhancer = qHTS for Small Molecule Agonists and Allosteric Enhancers of Human TRH Receptor: Primary Screen for Enhancers; enhancement, % at 2 µM; hit rate 0.66% among 360,000; AID 493056, 2011; TRHR cells, fluo-8 calcium fluorescence, EC20 TRH enhancement; in the data active = enhancement above about 30%; note: 0% is about no effect
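TRHR-expressing cells loaded with fluo-8 calcium dye were read kinetically (ex 480/em 530) during compound addition, then stimulated with an EC20 of TRH (10 nM final). Enhancement of the Gq-mediated intracellular calcium response was scored.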
TRHR ag = qHTS for Small Molecule Agonists and Allosteric Enhancers of Human TRH Receptor: Primary Screen for Agonists | Thyrotropin-releasing hormone receptor (Homo sapiens), P34981 | TRHR cells, calcium flux fluo-8, FDSS agonist mode | activation, % at 2 µM | hit rate 0.18% among 360,000; in the data active = activation above about 30%; note: 0% is about no effect
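Fluo-8-loaded TRHR cells; 10 s baseline, compound added, kinetic Ca2+ fluorescence read 1/s, agonist mode.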
IDH1 R132H inh = qHTS for Inhibitors of mutant isocitrate dehydrogenase 1 (IDH1): qHTS; AID 602179, 2012; Isocitrate dehydrogenase [NADP] cytoplasmic (Homo sapiens), O75874; IDH1-R132H enzyme, NADPH consumption, diaphorase/resazurin fluorescence; Potency, µM (top dose mostly 76.6 µM), inactives show at the highest dose activity change, negative = inhibition, usual class: inhibitors; hit rate 0.093% among 390,000; note: potency is the fitted concentration of half-maximal effect; % is set by controls: 0 for no effect and ±100 for the full control effect; nearly all actives have a fitted effect of over 65% in size
Target sequence (O75874 whole entry R132H, stated change not applied): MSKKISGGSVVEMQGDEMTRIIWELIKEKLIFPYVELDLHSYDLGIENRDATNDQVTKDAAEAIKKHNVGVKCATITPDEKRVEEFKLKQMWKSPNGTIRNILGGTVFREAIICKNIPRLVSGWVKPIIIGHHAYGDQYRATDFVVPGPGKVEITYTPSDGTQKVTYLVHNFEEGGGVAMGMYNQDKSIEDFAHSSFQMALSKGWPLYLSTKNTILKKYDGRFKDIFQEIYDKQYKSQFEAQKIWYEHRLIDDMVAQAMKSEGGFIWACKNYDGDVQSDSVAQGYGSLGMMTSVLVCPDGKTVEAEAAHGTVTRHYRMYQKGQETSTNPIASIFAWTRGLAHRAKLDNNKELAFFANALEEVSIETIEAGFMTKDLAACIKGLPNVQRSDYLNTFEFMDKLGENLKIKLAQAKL
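IDH1-R132H (0.5 ug/mL dispensed) in pH 7.5 Tris buffer was preincubated 30 min with compound, then given a substrate mix of 0.016 mM NADPH and 2 mM alpha-KG for 80 min at room temperature; remaining NADPH was read by diaphorase/resazurin fluorescence.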
D2 antag = HTS Assay for Allosteric Antagonists of the Human D2 Dopamine Receptor: Primary Screen for Antagonists. hit rate 2% among 340,000. HEK293 TREx D2 cells, calcium flux, dopamine EC80. inhibition, % at 10 µM. D(2) dopamine receptor (Homo sapiens), P14416; in the data active = inhibition above about 30%; note: 0% is about no effect
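Measurement of antagonist activity uses fluorescent calcium dye in inducible HEK293 T-REx D2 cells: 10 s baseline, compound addition with 180 s read, EC80 dopamine addition with a further 180 s read.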
Pin1 inhibitor = qHTS Assay to Find Inhibitors of Pin1; Peptidyl-prolyl cis-trans isomerase NIMA-interacting 1 (Homo sapiens), Q13526; Pin1 FP peptide displacement, HiFluor488, 10 min; Potency, µM (series often up to 115 µM), inactives show at the top dose activity, negative = inhibition, actives largely listed as inhibitors; hit rate 0.009% among 390,000; AID 504891, 2011; active = well fitted inhibition curve with a large enough effect in the polarisation, with a control signal flat, not every such curve was filed as active; inconclusive = small, poorly fitted or top-dose-only effect, or effect the other way, or a change in a side signal; inactive = no such curve, though single readings can be large or run the other way; the % refers to the polarisation; note: potency is the fitted concentration of half-maximal effect; % is set by controls: 0 for no effect and ±100 for the full control effect
Target sequence (Q13526 whole entry, looked up): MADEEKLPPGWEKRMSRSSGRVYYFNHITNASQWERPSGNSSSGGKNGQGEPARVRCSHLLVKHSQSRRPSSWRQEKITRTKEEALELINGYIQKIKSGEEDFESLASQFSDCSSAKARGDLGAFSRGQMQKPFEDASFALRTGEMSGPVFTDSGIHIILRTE
D2 ag = HTS Assay for Allosteric Agonists of the Human D2 Dopamine Receptor: Primary Screen for Agonists; activation, % at 2 µM; AID 485358, 2010; HEK293 T-REx D2 cells, calcium flux agonist mode; hit rate 0.53% among 340,000;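 active = activation over 3 SD above normal in the single-dose calcium agonist read, cut at about 30% in these data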; note: 0% is about no effect
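Agonism scored from kinetic calcium signal (1 read/sec, 180 s) following compound pin transfer, after a 10 s baseline. Cells: HEK293 Trex line expressing inducible D2 receptor coupled to calcium, dye-loaded after overnight culture at 30 C.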
rTrxR1 inhibitor = qHTS Assay for Inhibitors of Mammalian Selenoprotein Thioredoxin Reductase 1 (TrxR1): qHTS; Thioredoxin reductase 1, cytoplasmic (Rattus norvegicus), O89049; recombinant rTrxR1, NADPH fluorescence consumption, selenite substrate; Potency, µM (top dose mostly 114 µM), for inactives: at the highest dose activity change, negative = inhibition, hits mostly inhibitors; hit rate 1% among 390,000; AID 588453, 2011; note: potency is the fitted concentration of half-maximal effect; % is set by controls: 0 for no effect and ±100 for the full control effect; nearly all actives have a fitted effect of over 65% in size
Target sequence (O89049 whole entry, looked up): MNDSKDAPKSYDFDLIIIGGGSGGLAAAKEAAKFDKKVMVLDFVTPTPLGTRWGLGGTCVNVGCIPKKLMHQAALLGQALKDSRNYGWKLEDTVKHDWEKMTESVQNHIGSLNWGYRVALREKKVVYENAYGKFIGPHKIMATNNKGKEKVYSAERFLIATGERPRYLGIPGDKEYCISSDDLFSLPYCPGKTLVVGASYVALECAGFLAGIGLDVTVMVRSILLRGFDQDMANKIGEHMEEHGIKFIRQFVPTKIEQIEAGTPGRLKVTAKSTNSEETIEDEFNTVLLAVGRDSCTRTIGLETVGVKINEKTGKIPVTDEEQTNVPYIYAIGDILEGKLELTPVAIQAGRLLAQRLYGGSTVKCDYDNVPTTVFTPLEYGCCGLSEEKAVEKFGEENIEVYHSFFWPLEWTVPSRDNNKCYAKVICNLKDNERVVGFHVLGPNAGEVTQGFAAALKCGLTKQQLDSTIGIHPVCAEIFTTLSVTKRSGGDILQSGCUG
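Rat TrxR1 (90 nM in the dispensed reagent) was pre-reduced with 400 uM NADPH for 5 min at room temperature, then incubated with compound for 15 min. After 400 uM selenite was added, NADPH fluorescence (Ex 340/Em 450 nm) was followed for 8 min.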
TrxR1 substrate = qHTS Assay for Substrates of Mammalian Selenoprotein Thioredoxin Reductase 1 (TrxR1): qHTS; Thioredoxin reductase 1, cytoplasmic (Rattus norvegicus), O89049; purified TrxR1 substrate turnover, NADPH consumption readout; Potency, µM (series often up to 114 µM), for the others: top-dose activity change, negative = substrate turnover; hit rate 0.01% among 390,000; AID 588456, 2011; note: potency is the fitted concentration of half-maximal effect; % is set by controls: 0 for no effect and ±100 for the full control effect; nearly all actives have a fitted effect of over 50% in size
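Rat TrxR1, dispensed at 90 nM, was prereduced with 400 uM NADPH (final) for 5 min at ~22 deg C, then incubated with compound 15 min before 400 uM selenite. A first-read NADPH fluorescence drop versus no-compound background flagged substrates.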
USP1 inh = Inhibitors of USP1/UAF1: Primary Screen | Ubiquitin carboxyl-terminal hydrolase 1 (Homo sapiens), O94782 | recombinant USP1/UAF1, Ub-Rhodamine cleavage fluorescence | Potency, µM (top dose mostly 57.1 µM), inactives show at the highest dose activity change, negative = inhibition, usual class: inhibitors | hit rate 0.23% among 390,000; note: potency is the fitted concentration of half-maximal effect; % is set by controls: 0 for no effect and ±100 for the full control effect; nearly all actives have a fitted effect of over 60% in size; inactives centre near -12
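1 nM enzyme complex + cpd, 15 min RT; start with Ub-Rho 150nM final; kinetic fluorescence ex 480/em 540, 6 reads q60 s. Buffer 50mM HEPES pH 7.8, 0.5mM EDTA, 0.1 mg/ml BSA, 1mM TCEP, 0.01% Tween-20.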
Numbers without * were called inactive; [ ] = dose if it differs, or a comment. Unless noted, calls come from the whole dose curve; as a rule, active = well fitted inhibition curve with a large enough effect; inconclusive = small, poorly fitted or top-dose-only effect; inactive = no such curve, though single readings can be large or run the other way.

CC12CCC(=O)N1C(C(=O)NCCc1ccc(S(N)(=O)=O)cc1)CS2 (stereo unspecified) was read as TRHR enhancer -5, TRHR ag -0.4, IDH1 R132H inh -3%, D2 antag 0, Pin1 inhibitor 0%, D2 ag -0.4, rTrxR1 inhibitor -4%, TrxR1 substrate -1% and USP1 inh -5%.
Screening NC(=O)CN1C(=O)NC(c2ccccc2)(c2ccccc2)C1=O returned TRHR enhancer 1, TRHR ag 0.5, IDH1 R132H inh -6%, D2 antag 0, Pin1 inhibitor -1%, D2 ag 0.8, rTrxR1 inhibitor -1%, TrxR1 substrate -10% and USP1 inh -9%.
For O=C(O)c1ccc2nnn(O)c2c1 the results were TRHR enhancer 7, TRHR ag 0.4, IDH1 R132H inh -1%, D2 antag 10, Pin1 inhibitor -5%, D2 ag -0.3, rTrxR1 inhibitor 10%, TrxR1 substrate -4% and USP1 inh -10%.
For Cn1c(C(=O)Nc2ccc3c(c2)OCCO3)cc2sccc21 the results were TRHR enhancer -2, TRHR ag -0.3, IDH1 R132H inh 22%, D2 antag 16, Pin1 inhibitor -5%, D2 ag -0.5, rTrxR1 inhibitor 12%, TrxR1 substrate -4% and USP1 inh -8%.
CC1(C)CC(=O)C=C(NNC(=O)OC(C)(C)C)C1 was read as TRHR enhancer 11, TRHR ag -0.5, IDH1 R132H inh 8%, D2 antag 0, Pin1 inhibitor 2%, D2 ag -1.7, rTrxR1 inhibitor 6%[57.1 µM], TrxR1 substrate 4%[57.1 µM] and USP1 inh -23%.
Screening COc1ccc(-n2ncc(C(=O)NCCc3ccsc3)c2C2CCN(C(=O)OC(C)(C)C)CC2)cc1 returned TRHR enhancer -2, TRHR ag 1.1, IDH1 R132H inh 0%, Pin1 inhibitor 9%, D2 ag -1.3, rTrxR1 inhibitor 10%, TrxR1 substrate -11% and USP1 inh -14%.
For Cc1ccc2nc(NC(=O)C3CC(=O)N(Cc4ccco4)C3)sc2c1 (stereo unspecified) the results were TRHR enhancer 36*, TRHR ag 0.6, IDH1 R132H inh 8%, D2 antag 7, Pin1 inhibitor -3%, D2 ag 1.1, rTrxR1 inhibitor -9%, TrxR1 substrate 2% and USP1 inh -20%.
Screening CC(C)N1CCc2c(sc(N)c2C#N)C1 returned TRHR enhancer 29, TRHR ag 3.8, IDH1 R132H inh 3%, D2 antag -12, Pin1 inhibitor inconclusive, D2 ag 2.0, rTrxR1 inhibitor -26%, TrxR1 substrate 39%[activator] and USP1 inh inconclusive.
`Cn1c(=O)n(-c2ccc(Br)cc2F)c(=O)c2sc3ccccc3c21` gave TRHR enhancer -2, TRHR ag 1.4, IDH1 R132H inh 9%, Pin1 inhibitor -2%, D2 ag 3.2, rTrxR1 inhibitor 10%, TrxR1 substrate 0% and USP1 inh -29%.
`Cc1ccc(Cl)c(OCCCCN2CCC(C)CC2)c1` gave IDH1 R132H inh -1%, Pin1 inhibitor -10%, rTrxR1 inhibitor 36%, TrxR1 substrate 5% and USP1 inh -15%.
Screening Cc1cccnc1CN1CCN(Cc2nc(C(c3ccccc3)c3ccccc3)no2)CC1 returned TRHR enhancer 0, TRHR ag -0.8, IDH1 R132H inh 8%, D2 antag -33, Pin1 inhibitor 8%, D2 ag 1.2, rTrxR1 inhibitor 7%, TrxR1 substrate 6% and USP1 inh -7%.
Screening CC(C)CC1(C)NC(=O)N(CC(=O)N2C(C)CCCC2C)C1=O (stereo unspecified) returned TRHR enhancer 1, TRHR ag 0.0, IDH1 R132H inh -6%, D2 antag -6, Pin1 inhibitor 0%, D2 ag 0.7, rTrxR1 inhibitor 4%, TrxR1 substrate -1% and USP1 inh -10%.
O=C(N[C@@H](Cc1ccccc1)C(=O)CCl)OCc1ccccc1 was read as TRHR enhancer -3, TRHR ag -1.1, IDH1 R132H inh -6%, D2 antag -3, Pin1 inhibitor -2%, D2 ag 0.5, rTrxR1 inhibitor 21µM*, TrxR1 substrate 9%[57.1 µM] and USP1 inh -7%.
CC(C)CNC(=S)Nc1ccc(S(N)(=O)=O)cc1 was read as TRHR enhancer 14, TRHR ag 0.1, IDH1 R132H inh -1%, D2 antag -20, Pin1 inhibitor -4%, D2 ag -0.1, rTrxR1 inhibitor -15%, TrxR1 substrate -9% and USP1 inh -17%.
Screening COc1ccc(-c2nc(CSCC(=O)NCCCN3CCCC3=O)c(C)o2)cc1 returned TRHR enhancer 4, TRHR ag -0.8, IDH1 R132H inh -6%, D2 antag -1, Pin1 inhibitor 6%, D2 ag 1.3, rTrxR1 inhibitor 1%, TrxR1 substrate 14% and USP1 inh -3%.
For COc1ccc(CNC(=O)[C@H](C)NC(=O)C2CCN(S(=O)(=O)c3ccc(F)cc3)CC2)cc1 the results were TRHR enhancer 1, TRHR ag -0.2, IDH1 R132H inh -5%, D2 antag -7, Pin1 inhibitor -1%, D2 ag 0.0, rTrxR1 inhibitor -7%, TrxR1 substrate -2% and USP1 inh -27%.
Screening CCOC(=O)c1sc(NC(=O)c2cccc(S(=O)(=O)N3CCc4ccccc43)c2)c(C#N)c1C returned TRHR enhancer -2, TRHR ag 2.1, IDH1 R132H inh -6%, D2 antag 10, Pin1 inhibitor 18%, D2 ag 1.5, rTrxR1 inhibitor -10%, TrxR1 substrate 1% and USP1 inh -12%.
`CCOc1ccc(S(=O)(=O)N2CCCC(C(=O)NCc3ccco3)C2)cc1` (stereo unspecified) gave TRHR enhancer 1, TRHR ag -0.3, IDH1 R132H inh 0%, D2 antag -19, Pin1 inhibitor -6%, D2 ag -1.5, rTrxR1 inhibitor 16%, TrxR1 substrate -3% and USP1 inh -19%.
For Cc1nc2ccc(Oc3ccccc3)cc2s1 the results were TRHR enhancer 1, TRHR ag -0.3, IDH1 R132H inh 31%[activator], D2 antag 2, Pin1 inhibitor 1%, D2 ag 0.0, rTrxR1 inhibitor 11%, TrxR1 substrate -5% and USP1 inh -4%.
Screening Cc1c(CCOC(=O)c2cc([N+](=O)[O-])cc([N+](=O)[O-])c2)sc[n+]1CC(=O)c1ccccc1 returned TRHR enhancer -7, TRHR ag -0.4, IDH1 R132H inh -6%, D2 antag -3, Pin1 inhibitor -2%, D2 ag 0.0, rTrxR1 inhibitor 79µM*, TrxR1 substrate 1% and USP1 inh -26%.
For CCn1c(=O)cc(OCC(=O)Nc2ccc(C)cn2)c2ccccc21 the results were TRHR enhancer -3, TRHR ag -0.2, IDH1 R132H inh 4%, D2 antag -4, Pin1 inhibitor 0%, D2 ag -0.4, rTrxR1 inhibitor 17%, TrxR1 substrate 5% and USP1 inh -17%.
For Cc1ccc(C(=O)CCC(=O)OCC(=O)N2c3ccccc3NC(=O)C2(C)C)cc1 the results were TRHR enhancer 5, TRHR ag 0.0, IDH1 R132H inh 3%, Pin1 inhibitor -20%, rTrxR1 inhibitor -2%, TrxR1 substrate 2% and USP1 inh -16%.
Screening O=C(Cc1ccccc1)Nc1nc(=O)c2ccccc2s1 returned TRHR enhancer 17, TRHR ag -0.9, IDH1 R132H inh 3%, D2 antag -7, Pin1 inhibitor 10%, D2 ag -0.6, rTrxR1 inhibitor 14%[57.1 µM], TrxR1 substrate 4% and USP1 inh -9%.
CC(=O)C(CC(=O)N1CCCc2ccccc21)C(=O)Nc1ccc(F)cc1 (stereo unspecified) was read as TRHR enhancer -10, TRHR ag 0.3, IDH1 R132H inh 6%, D2 antag -11, Pin1 inhibitor -1%, D2 ag 0.1, rTrxR1 inhibitor 1%, TrxR1 substrate -5% and USP1 inh -13%.
`Cc1occc1C(=O)NNC(=O)CN1C(=O)NC2(CCCCC2)C1=O` gave TRHR enhancer -10, TRHR ag 0.5, IDH1 R132H inh 7%, D2 antag -6, Pin1 inhibitor -6%, D2 ag 0.0, rTrxR1 inhibitor 6%, TrxR1 substrate 2% and USP1 inh -8%.
For O=C(COc1coc(CN2CCCc3ccccc32)cc1=O)Nc1ccccc1 the results were TRHR enhancer 8, TRHR ag 0.0, IDH1 R132H inh 2%, D2 antag 1, Pin1 inhibitor 55%[activator], D2 ag -0.4, rTrxR1 inhibitor -3%, TrxR1 substrate -4% and USP1 inh -8%.
COc1ccc2cc(CN(CC3COCCO3)S(=O)(=O)c3ccc(Cl)cc3)c(=O)[nH]c2c1 (stereo unspecified) was read as TRHR enhancer -6, TRHR ag -0.7, IDH1 R132H inh 5%, D2 antag -1, Pin1 inhibitor 3%, D2 ag -0.4, rTrxR1 inhibitor 15%[57.1 µM], TrxR1 substrate 11%[57.1 µM] and USP1 inh -1%.
Screening CCOC(=O)c1c(C)[nH]c(C)c1C(=O)COC(=O)c1cc(OC)c(OC)cc1OC returned TRHR enhancer -1, TRHR ag 0.1, IDH1 R132H inh 12%, D2 antag 16, Pin1 inhibitor -3%, D2 ag 0.3, rTrxR1 inhibitor 10%[57.1 µM], TrxR1 substrate 1%[57.1 µM] and USP1 inh -11%.

These rows are one share of the data; count on the stated rates, not on these rows.
